Screens (PubChem)
aDG glyco act: activators of alpha-DG glycosylation, primary screen, uHTS, Pro5-aDG cells, AlphaScreen; alpha-DG glycosylation AlphaScreen (IIH6); 0% Pro5, 100% B10-LARGE cell signal; activation, % at 10 µM; 360,000 compounds, 0.22% hits; AID 624168, 2012;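 active = activation of at least 8% versus controls, or a plate z-score of at least 8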;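 note: Pro5 are CHO cells carrying HIG-tagged alpha-DG that lacks glycosylation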
iPSC survival up: enhancers of single-cell hiPSC survival, primary screen, ATPlite luminescence | 100% = ROCK inhibitor wells, 0% = DMSO | survival enhancement, % at 20 µM | 360,000 compounds, 0.044% hits | AID 602274, 2012; in the data active = survival enhancement above about 18%;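 note: cells exposed to compounds for 16 hours before the ATP read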
NR2E3 ag-1: inhibitors of NR2E3-RetCOR corepressor binding, primary screen, NR2E3 agonist project, biochemical, TR-FRET, GST-NR2E3, biotin-RetCOR | 320,000 compounds, 0.12% hits | Photoreceptor-specific nuclear receptor (Homo sapiens), Q9Y5X4 | inhibition of corepressor binding, % at 4.78 µM | 1536-well | AID 2300, 2010;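 active = percent inhibition above the cutoff of mean plus 3 SD of all tested compounds, set per screening campaign, cut at about 20% in these data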;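 note: 0% = DMSO wells and 100% = biotin wells as full block of FRET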
Target sequence (Q9Y5X4 whole entry, looked up): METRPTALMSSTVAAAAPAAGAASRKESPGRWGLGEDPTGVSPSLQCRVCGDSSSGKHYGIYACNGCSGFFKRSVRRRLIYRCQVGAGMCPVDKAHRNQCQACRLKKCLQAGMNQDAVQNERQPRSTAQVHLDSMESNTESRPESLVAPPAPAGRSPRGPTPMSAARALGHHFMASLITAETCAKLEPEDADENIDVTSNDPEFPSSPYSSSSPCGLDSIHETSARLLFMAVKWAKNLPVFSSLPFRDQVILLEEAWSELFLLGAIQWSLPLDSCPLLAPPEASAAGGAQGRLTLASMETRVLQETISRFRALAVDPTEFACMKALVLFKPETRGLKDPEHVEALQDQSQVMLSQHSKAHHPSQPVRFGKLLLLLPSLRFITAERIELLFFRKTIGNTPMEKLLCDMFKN
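Assay system: NR2E3–RetCOR corepressor complex. Quantity: 1.35 nM GST-NR2E3. Buffer or medium: pH 7.5 Tris-based buffer. Reagent: biotinylated RetCOR corepressor at 7 nM final. Schedule: 5 h at 4 °C. Detection: TR-FRET, emission read at 617 and 671 nm. Replicates: one well per compound, singlicate testing.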
Vif imaging: HIV Vif self-association inhibitors, primary screen, imaging, HEK293T, single point. HEK293T cells, Vif self-association by quenched fluorescence, 24 h. inhibition, % at 7.49 µM. 340,000 compounds, 0.35% hits; in the data active = inhibition above about 50%, passing the limit was not always enough; note: some results filed as inactive read as strong as hits
Peg3 promoter: Peg3 promoter-driven luciferase inhibitors, primary screen, cell-based, HeLa, luciferase luminescence; HeLa PEG-Prom luciferase reporter, overnight; 360,000 compounds, 1.7% hits; inhibition, % at 20 µM;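 active = inhibition of at least 50% at 20 µM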
NR2E3 ag-2: NR2E3 agonists in two-hybrid cells, primary screen, cell-based, luminescence, CHO-S, Gal4-NCOR/VP16-NR2E3. Photoreceptor-specific nuclear receptor (Homo sapiens), Q9Y5X4. luciferase. inhibition of corepressor binding, % at 3.98 µM. 360,000 compounds, 0.35% hits. AID 602229, 2012;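 active = inhibition above the mean of all tested compounds plus 3 SD, cut at about 70% in these data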;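 note: 0% = DMSO with NR2E3 transfected cells and 100% = cells lacking NR2E3 construct; higher means lower luciferase signal from less NR2E3 corepressor binding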
PDI inh: inhibitors of human PDI, primary screen, biochemical, turbidity, single point, plate reader; PDI insulin aggregation turbidity, A650, 90 min; Protein disulfide-isomerase (Homo sapiens), P07237; inhibition, % at 10 µM; 350,000 compounds, 0.052% hits;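 active = mean inhibition across replicates of 30% or more, whatever share of single replicates reach that level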;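 note: absorbance from insulin aggregation driven by PDI reduction with DTT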
MITF TRPM1 inh: inhibitors of MITF-dependent TRPM1 promoter reporter, primary screen, cell-based, SK-MEL-5, single point, luciferase. SK-MEL-5 TRPM1 promoter luciferase, 24 h. inhibition, % at 12.5 µM. 330,000 compounds, 0.83% hits. AID 488899, 2010;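 active = mean inhibition across replicates of 60% or more, whatever share of single replicates reaches that level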; note: values of inactives mirror those of a sister screen read the other way
HIF-2a inh: HIF-2a reporter inhibitors, primary screen, luminescence, 786-0 RCC cells; 786-0 RCC cells HIF-2a reporter, luciferase luminescence, overnight; inhibition, % at 18.8 µM; 360,000 compounds, 0.72% hits; AID 624352, 2012;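 active = inhibition of the luminescence signal of 40% or more relative to plate controls, in a single-dose primary screen at 18.75 µM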
CaV13 ICDI inh: Primary screen for inhibitors of IQ motif and Ca2+-dependent inactivation inhibitor domain binding in CACNA1D, Förster resonance energy transfer in living cells, …. inhibition, % at 12.3 µM. 340,000 compounds, 0.098% hits. HEK cells, CFP/YFP FRET ICDI-IQ, plate reader, 10 min; percent FRET-ratio fall versus neutral wells;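 active = mean replicate inhibition of at least 30% and at least 1% of replicates passing that level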;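 note: 0% = median of the neutral control wells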
Granule exo inh: LAMP-1 surface exposure blockers, TALL-104 cells – cell-based, flow cytometry, MLPCN library, primary screen. inhibition, % at 10 µM. 360,000 compounds, 0.66% hits. TALL-104 LAMP-1 surface exposure; cells stimulated with thapsigargin and PMA;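 active = inhibition above about 55%, limit read from the data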
* hit, by the source's call; nt = not tested or not shown.

1) C=CC(=O)NCNC(=O)C=C
2) CCCCNC(=O)CN1C(=O)CN=C(c2ccccc2)c2ccccc21
3) O=[N+]([O-])c1ccccc1CN1CC=C(c2ccc(F)cc2)CC1
4) O=C(O)C(Br)CBr (stereo not given)
5) CC(C)CNC(=O)c1c(N)n(Cc2ccco2)c2nc3ccccc3nc12
6) O=C(O)[C@H]1NC[C@H]2C[C@H]21
7) CN1CCCC(C(=O)c2ccccc2)C1 (stereo not given)
8) O=c1[nH]c(=O)n(-c2ccc(F)cc2)c(O)c1C=NCCN1CCCCC1
assay / entry,1,2,3,4,5,6,7,8
aDG glyco act,0.4,0.4,0.0,0.4,2.0,-0.1,-0.2,0.0
iPSC survival up,2.5,-0.5,0.3,-2.9,-1.6,-1.8,2.6,0.3
NR2E3 ag-1,-1.6,0.8,nt,-1.4,4.7,3.8,0.8,-2.1
Vif imaging,0.8,-2.7,-2.9,4.8,-7.6,-4.3,nt,3.2
Peg3 promoter,0.5,44.8,-33.3,4.8,18.2,-1.1,10.6,2.9
NR2E3 ag-2,6.2,-10.9,4.0,-4.8,8.9,-7.2,2.7,0.1
PDI inh,nt,-3.8,0.7,nt,-4.7,5.3,-0.2,1.3
MITF TRPM1 inh,-0.6,8.1,-3.0,4.9,16.4,3.6,-7.2,-1.4
HIF-2a inh,2.8,9.2,-88.6,6.2,-15.1,15.8,11.2,24.6
CaV13 ICDI inh,nt,-4.1,-1.0,nt,-2.7,-8.2,-5.9,-15.8
Granule exo inh,-5.6,-1.2,-0.8,-1.2,9.8,-1.0,0.4,-1.9

Reformatted tab-delimited: entries from further up
No.	canonical_smiles	aDG glyco act	iPSC survival up	NR2E3 ag-1	Vif imaging	Peg3 promoter	NR2E3 ag-2	PDI inh	MITF TRPM1 inh	HIF-2a inh	CaV13 ICDI inh	Granule exo inh
3	O=[N+]([O-])c1ccccc1CN1CC=C(c2ccc(F)cc2)CC1	0.0	0.3	nt	-2.9	-33.3	4.0	0.7	-3.0	-88.6	-1.0	-0.8
8	O=c1[nH]c(=O)n(-c2ccc(F)cc2)c(O)c1C=NCCN1CCCCC1	0.0	0.3	-2.1	3.2	2.9	0.1	1.3	-1.4	24.6	-15.8	-1.9
5	CC(C)CNC(=O)c1c(N)n(Cc2ccco2)c2nc3ccccc3nc12	2.0	-1.6	4.7	-7.6	18.2	8.9	-4.7	16.4	-15.1	-2.7	9.8

New compounds follow
9) N#CCCn1cc(C=C2C(=O)NC(=O)NC2=O)c(-c2ccccc2)n1
10) CCCCOC(=O)C1=C(N)OC2=C(C(=O)CCC2)[C@]12C(=O)Nc1ccccc12
11) CN1C(=O)CN=C(c2ccccc2Cl)c2cc(Br)ccc21
12) COC1=CC=C2[C@H]3Cc4ccc(OC)c5c4[C@@]2(CCN3C)C1O5 (stereo not given in full)
13) Cn1c(O)c(C(=Nc2ccccc2)SCc2ccccc2Cl)c(=O)n(C)c1=O
14) CC(=NCc1cccnc1)c1c(O)n(C2CCCCC2)c(=O)[nH]c1=O
15) CN1CCc2nc3sc(C(=O)NC4CC4)c(N)c3cc2C1
16) COc1cc(O)c(C(=O)O)c(-c2cc(O)c(O)cc2C)c1
assay / entry,9,10,11,12,13,14,15,16
aDG glyco act,0.1,0.4,0.0,0.9,0.0,0.2,-0.1,0.1
iPSC survival up,-1.3,1.7,0.6,-2.7,0.2,-2.8,0.1,1.4
NR2E3 ag-1,0.6,1.5,2.0,nt,1.4,-1.8,-6.5,-0.9
Vif imaging,8.1,nt,-16.3,0.9,1.3,-6.0,nt,8.0
Peg3 promoter,11.9,10.0,2.4,-3.4,1.4,12.5,-4.4,-2.5
NR2E3 ag-2,-8.3,-17.6,-5.3,4.9,20.9,4.2,-11.1,-37.5
PDI inh,-9.8,6.5,-9.2,-1.9,1.4,-3.0,-5.3,nt
MITF TRPM1 inh,2.8,24.6,-0.3,-5.1,-1.6,-13.5,-9.1,-1.5
HIF-2a inh,11.2,17.0,25.4,-0.9,-8.4,24.1,-4.8,5.0
CaV13 ICDI inh,-1.2,nt,-2.4,nt,-13.2,-5.7,-10.2,nt
Granule exo inh,-0.9,2.8,-6.0,3.4,-3.9,-2.5,-0.5,2.3

17) CN(C(=O)CNC(=O)OCc1ccccc1)c1ccc(Br)cc1C(=O)c1ccccc1Cl
18) CCOC(=O)c1cc2cc(OC)ccc2n1C1CCN(Cc2ccccc2)CC1
19) CC(C)(C)C(=O)c1cn(CC(=O)NCc2ccco2)c2ccccc12
20) C=Cn1ccnc1P(=S)(c1ccccc1)c1nccn1C=C
21) C=CCn1c(O)c(C(C)=Nc2cc(OC)ccc2OC)c(=O)[nH]c1=O
22) Cn1c(O)c(C=NC2CC(C)(C)NC(C)(C)C2)c(=O)n(C)c1=O
23) CCC1=Nc2cc(C(=O)N3CCC4(CC3)OCCO4)ccc2Sc2ccccc21
24) CCOC(=O)c1ccc(NC(=O)N2C[C@@H]3C[C@@H](C2)c2cccc(=O)n2C3)cc1
assay / entry,17,18,19,20,21,22,23,24
aDG glyco act,-0.1,-0.2,-0.2,0.1,-0.1,0.0,0.0,-0.1
iPSC survival up,-3.0,-0.5,-1.6,4.3,0.5,-0.4,0.0,-1.6
NR2E3 ag-1,3.4,nt,8.9,2.4,-1.3,0.1,-4.5,-1.6
Vif imaging,0.2,nt,3.2,-4.5,16.6,-5.1,3.8,-16.8
Peg3 promoter,34.8,nt,-190.6,11.8,0.6,26.8,8.7,6.0
NR2E3 ag-2,-20.0,2.8,-95.9,15.8,-14.8,-14.8,-11.2,-32.9
PDI inh,2.3,nt,4.5,-7.3,2.1,-3.5,-1.8,nt
MITF TRPM1 inh,8.2,nt,-76.8,-5.3,-15.0,9.5,9.3,-8.1
HIF-2a inh,12.7,-89.1,-219.0,8.8,11.5,15.3,0.7,5.0
CaV13 ICDI inh,-5.0,-5.9,3.6,-10.3,nt,-9.7,-2.6,nt
Granule exo inh,11.6,5.1,29.9,1.6,1.6,-5.3,0.4,2.4

Of the compounds above, these have sulfur:
13) Cn1c(O)c(C(=Nc2ccccc2)SCc2ccccc2Cl)c(=O)n(C)c1=O
15) CN1CCc2nc3sc(C(=O)NC4CC4)c(N)c3cc2C1
20) C=Cn1ccnc1P(=S)(c1ccccc1)c1nccn1C=C
23) CCC1=Nc2cc(C(=O)N3CCC4(CC3)OCCO4)ccc2Sc2ccccc21
assay / entry,13,15,20,23
aDG glyco act,0.0,-0.1,0.1,0.0
iPSC survival up,0.2,0.1,4.3,0.0
NR2E3 ag-1,1.4,-6.5,2.4,-4.5
Vif imaging,1.3,nt,-4.5,3.8
Peg3 promoter,1.4,-4.4,11.8,8.7
NR2E3 ag-2,20.9,-11.1,15.8,-11.2
PDI inh,1.4,-5.3,-7.3,-1.8
MITF TRPM1 inh,-1.6,-9.1,-5.3,9.3
HIF-2a inh,-8.4,-4.8,8.8,0.7
CaV13 ICDI inh,-13.2,-10.2,-10.3,-2.6
Granule exo inh,-3.9,-0.5,1.6,0.4

Only part of the results is shown; the hit share may differ from the screen's.
